HEK293 cAMP cs – counter-screen for TSHR agonists: cAMP increase in parental HEK293; parental HEK293 CNG cAMP sensor, membrane potential fluorescence; Potency, µM (doses to about 57.1 µM), for inactives: at the highest dose activation, actives largely listed as activators; actives 2.5% (n = 73,000); AID 938; further: potency means the concentration at half of the fitted maximal effect; % of control where 0% means no effect; nearly all actives have a fitted effect of over 55% in size
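Parental HEK 293 cells stably expressing a cAMP-gated CNG channel were loaded with membrane potential dye containing 100 uM RO 20-1724 for 60 min. Compound added for 30 min; depolarization read as fluorescence intensity at 590 nm.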
BRCT PPI green – inhibitors of human BRCA1 BRCT-phosphoprotein interaction (green fluorophore). P38398. BRCA1 BRCT-phosphopeptide binding, green fluorescence polarization. Potency, µM (top dose mostly 76.9 µM), inactives show top-dose activity change, negative = inhibition, hits mostly inhibitors. actives 0.05% (n = 75,000);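 further: potency means the concentration at half of the fitted maximal effect; plate controls were peptide without protein for full effect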
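Fluorescence polarization: His-tagged BRCT (~35 kDa BRCA1 C-terminus, 250 nM) bound to 100 nM fluorescein-labeled phosphorylated 10-aa BACH1 peptide, pH 7.3 phosphate buffer with DTT and Tween 20. Compounds incubated 12 min at room temperature; inhibition read as lowered polarization.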
Rhodamine fluor – rhodamine region autofluorescence. Rhodamine-region fluorescence, 547/598 nm, Tris buffer; hits give high values. max dye-equivalent concentration, M. actives 0.05% (n = 59,000). AID 594; in the data active means max dye-equivalent concentration above about 11 nM; inconclusive means between about 1.1 nM and that limit
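Intrinsic compound fluorescence, ex 547 / em 598 nm, CCD imager. Tris 100 mM pH 8.0; 15 min RT. Output = rhodamine dye-equivalent concentration at each compound concentration.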
Casp1 inh – allosteric or competitive inhibitors of human caspase-1; P29466; AID 900; actives 0.03% (n = 75,000); Potency, µM (highest dose often 57.5 µM), without a hit: at the top dose activity change, negative = inhibition, most hits filed as inhibitors; Caspase-1 enzyme, Ac-WEHD-AFC fluorogenic rate;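 further: potency means the concentration at half of the fitted maximal effect; plate controls were vehicle for no effect and no substrate for full effect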
Target sequence (P29466 120-297 limits assumed): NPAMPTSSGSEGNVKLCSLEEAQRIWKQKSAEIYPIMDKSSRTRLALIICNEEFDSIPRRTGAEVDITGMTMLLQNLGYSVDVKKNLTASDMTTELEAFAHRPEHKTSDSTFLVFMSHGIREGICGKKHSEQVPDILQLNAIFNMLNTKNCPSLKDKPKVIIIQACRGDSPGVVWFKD
Target sequence (P29466 317-404 limits assumed): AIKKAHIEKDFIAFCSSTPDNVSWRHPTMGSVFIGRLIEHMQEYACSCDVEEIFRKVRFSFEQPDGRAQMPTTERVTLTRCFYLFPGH
Texas Red fluor – compound fluoresces in the Texas Red spectral region; Compound fluorescence, Texas Red channel, 547/618 nm; hits give high values; max dye-equivalent concentration, M; actives 0.06% (n = 59,000); AID 587; in the data active means max dye-equivalent concentration above about 10 nM; inconclusive means between about 1.1 nM and that limit
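qHTS profiling of intrinsic compound fluorescence; 100 mM Tris pH 8.0; 15 min RT; ex 547 / em 618 nm; response expressed as Texas Red dye-equivalent concentration from six-point plate standard.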
Casp7 inh – blocks human caspase-7 allosterically or competitively. P55210. recombinant caspase-7, Ac-DEVD-AFC fluorescence rate. Potency, µM (series often up to 57.5 µM), for the others: top-dose activity change, negative = inhibition, most hits filed as inhibitors. actives 0.02% (n = 75,000). AID 889; active means well fitted inhibition curve with a large enough effect in the main read-out, with a control signal flat, not every such curve was filed as active; inconclusive means small, poorly fitted or top-dose-only effect, or a change in a side signal; further: potency means the concentration at half of the fitted maximal effect; % of control where 0% means no effect
Target sequence (P55210 24-198 limits assumed): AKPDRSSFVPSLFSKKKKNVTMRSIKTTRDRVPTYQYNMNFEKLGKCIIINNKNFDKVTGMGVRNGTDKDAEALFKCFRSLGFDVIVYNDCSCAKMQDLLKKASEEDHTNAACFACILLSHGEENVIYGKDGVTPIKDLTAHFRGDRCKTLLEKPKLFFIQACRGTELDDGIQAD
Target sequence (P55210 207-303 limits assumed): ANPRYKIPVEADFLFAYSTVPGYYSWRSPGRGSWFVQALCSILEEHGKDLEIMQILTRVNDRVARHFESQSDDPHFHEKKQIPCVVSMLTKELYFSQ
Fluorescein fluor – fluorescein region autofluorescence. Compound autofluorescence, 480/540 nm, fluorescein-equivalent; hits give high values. max fluorescein-equivalent concentration, M. actives 0.91% (n = 59,000); in the data active means max fluorescein-equivalent concentration above about 10 nM; inconclusive means between about 1.1 nM and that limit
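Each compound is tested across a concentration series in 100 mM Tris buffer at pH 8.0. After 15 min at room temperature, plates are imaged with 480 nm excitation and 540 nm emission filters, and intensities are converted to fluorescein-equivalent values.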
A350 autofl – compound fluoresces in the Alexa 350 spectral region | max dye-equivalent concentration, M | AID 590 | Compound autofluorescence, 340/450 nm, Alexa 350 dye-equivalents; hits give high values | actives 11% (n = 59,000); in the data active means max dye-equivalent concentration above about 10 nM; inconclusive means mostly about 1.1 nM to 9.6 nM
USP2a inhib – inhibitors of human ubiquitin-specific protease USP2a. AID 927. Potency, µM (series often up to 38.3 µM), without a hit: at the highest dose activity change, negative = inhibition, most hits filed as inhibitors. O75604. USP2a enzymatic assay, qHTS inhibition. actives 0.1% (n = 60,000);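 further: potency means the concentration at half of the fitted maximal effect; nearly all actives have a fitted effect of over 60% in size; plate controls were DMSO for no effect and NEM full inhibition control for full effect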
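Coupled readout: USP2-cleaved Ub-PLA2 (20nM final) turns over NBD C6-HPC (20uM final), Ex 460nm/Em 535nm after 2.5 h, time-zero read flagging artifacts. Enzyme (20nM final, pH 8.0 Tris) given 30 min RT with compound first; NEM defines full inhibition.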
4MU fluor – 4-MU region autofluorescence | actives 11% (n = 59,000) | compound autofluorescence, 340/450 nm, 4-MU equivalents; hits give high values | max dye-equivalent concentration, M; in the data active means max dye-equivalent concentration above about 10 nM; inconclusive means mostly about 1.1 nM to 9.6 nM
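Compounds in 100 mM Tris, pH 8.0, sat 15 min at room temperature before fluorescence was read at 340 nm excitation/450 nm emission; a per-plate six-point 4-MU standard curve converted signals to dye-equivalent concentration at each compound concentration.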
BRCT PPI red – inhibitors of human BRCA1 BRCT-phosphoprotein interaction (red fluorophore); P38398; BRCT-phosphopeptide binding, red fluorescence polarization; Potency, µM (top dose mostly 76.9 µM), without a hit: at the top dose activity change, negative = inhibition, most hits filed as inhibitors; actives 0.03% (n = 75,000); further: on the % scale 0 is the no-effect control and ±100 the full control effect
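Fluorescence polarization: 100 nM His-tagged BRCA1 BRCT with 100 nM TAMRA-labelled phospho-BACH1 decapeptide, phosphate buffer pH 7.3 with 150 mM NaCl, DTT, 0.01% Tween 20; 12 min RT. Binding inhibition seen as FP decrease.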
Numbers without * were called inactive; i = inactive; ? = inconclusive; nt = no result given; [ ] = remark or other dose. Unless noted, the call rests on the fitted dose curve; in most records, active means well fitted curve in the direction sought with a large enough effect; inconclusive means small, poorly fitted or top-dose-only effect, or another doubt; inactive means no such curve, though single readings can be large; an effect the other way counts as inactive or inconclusive. A portion of the library; rates above refer to the full screens.

SMILES	HEK293 cAMP cs	BRCT PPI green	Rhodamine fluor	Casp1 inh	Texas Red fluor	Casp7 inh	Fluorescein fluor	A350 autofl	USP2a inhib	4MU fluor	BRCT PPI red
COc1ccc2nc(NC(=O)CSc3nnc4n3C(C)(C)Cc3ccccc3-4)sc2c1	7%	-2.6%	i	0%	i	2%	i	i	24%	i	1.2%
CCOC(=O)C1CCCN(C(=O)c2c(-c3ccccc3Cl)noc2C)C1 (stereo unspecified)	9%	-5.2%	i	-1%	i	0%	i	i	2%	i	-0.2%
O=C(Nn1cnc2ccccc2c1=O)C1CCCCC1	16%	-1.9%	i	0%	i	1%	i	i	-1%	i	-0.6%
O=C1CSC(=Nc2ccccc2Cl)N1	3%	-0.3%	nt	-6%	nt	3%	nt	nt	-2%	nt	-1.4%
CCOc1cc(NC(=O)c2ccco2)c(OCC)cc1NC(=O)Cc1ccc(OC)c(OC)c1	-8%	0.1%	i	-8%	?	-5%	i	1.7e-07M*	18%	1.1e-07M*	-0.1%
O=c1cc(Nc2ccc3c(c2)OCO3)[nH]c(=O)n1-c1ccc(Br)cc1	-9%	-2.6%	i	-2%	i	-10%	i	?	24%	i	0.3%
O=C(NC1CCCC1)c1csc2c1CCCC2	16%	-1.7%	i	0%	i	1%	i	i	-5%	i	0.6%
Cc1cccc(CNc2ncncc2-c2cccc(NS(C)(=O)=O)c2)c1	?	-2.6%	i	0%	i	1%	i	i	23%	i	0.2%
C[C@H]1CS(=O)(=O)CCN1/N=C\c1ccc([N+](=O)[O-])o1	12%[25.6 µM]	0.8%[34.4 µM]	i	-1%[25.7 µM]	i	-1%[25.7 µM]	i	i	-1%[17.1 µM]	i	-2.4%[34.4 µM]
CCOc1ccccc1Nc1nnc(SCC(=O)Nc2cc(C)on2)s1	3%	0.1%	i	-2%	?	-3%	i	i	15%	i	0.5%
COc1ccc(CNC(=O)C2CSCCS2)cc1 (stereo unspecified)	6%	-0.7%	i	-2%	i	0%	i	i	3%	i	0.3%
COCCn1cnc2c(c1=O)c1nc3ccccc3nc1n2/N=C/c1cccc(OC)c1OC	-15%	-2.3%	i	-2%	i	-2%	?	i	20%	i	0.0%
CCC(c1nnnn1CCc1ccccc1)N1CCN(C(=O)c2ccco2)CC1 (stereo unspecified)	28%	-0.6%	i	-1%	i	0%	?	i	1%	i	-2.4%
CCOC(=O)C1CCCN(c2c(N3CCN(c4cccc(Cl)c4)CC3)c(=O)c2=O)C1 (stereo unspecified)	7%	-1.7%	nt	-4%	nt	4%	nt	nt	nt	nt	0.2%
COc1ccc(NC(=O)c2nnn(Cc3ccc(SC)cc3)c2N)c(OC)c1	-2%	-3.5%	nt	-2%	nt	0%	nt	nt	nt	nt	-0.3%
Cc1c(C(=O)Nc2ccccn2)oc2ccccc12	8%	-4.3%	nt	-3%	nt	-2%	nt	nt	nt	nt	-2.0%
CCCCCOC(=O)C1C2C=CC3(CN(c4ccccc4C)C(=O)C13)O2 (stereo unspecified)	26%	-1.8%	i	-1%	i	3%	i	i	8%	i	-0.4%
CCOC(=O)N/N=C1/C[C@@H](O)[C@@H](O)[C@@H]2[C@H]3C(=O)N(c4ccc(F)cc4F)C(=O)[C@@H]3CC[C@@H]12	2%[11.4 µM]	-1.1%[15.4 µM]	nt	1%[11.5 µM]	nt	0%[11.5 µM]	nt	nt	nt	nt	-1.3%[15.4 µM]
CCOc1ccc(NC(=O)c2ccc(F)c(S(=O)(=O)N3CCN(c4ccccn4)CC3)c2)cc1	26%	-2.2%	i	-3%	i	-2%	i	i	42%[activator]	i	-0.5%
CCOc1ccccc1N1CCN(C(=O)c2cc[n+]([O-])cc2)CC1	1%	-2.9%	i	-2%	i	-1%	?	i	0%	i	1.6%
COC(=O)c1[nH]c2cccc(OC)c2c1NC(=O)CCN1CCC(C)CC1	3%	0.8%	i	-1%	i	1%	i	?	2%	1.5e-08M*	-0.4%
O/N=C1\CC(O)Cc2nonc21 (stereo unspecified)	?	-1.0%	i	-1%	i	0%	?	2.1e-08M*	-13%	2.1e-08M*	-0.5%
CCO[P@]1(=O)OC[C@@H]2O[C@H](n3cnc4c(N)ncnc43)[C@H](O)[C@@H]2O1	11%[11.4 µM]	3.2%[15.4 µM]	i	3%[11.5 µM]	i	-3%[11.5 µM]	i	i	nt	i	-1.2%[15.4 µM]
O=C(CSc1nnnn1C1CCCC1)Nc1ccc2c(c1)OCCO2	28%	-7.4%	i	-1%	i	1%	i	?	1%	?	-2.8%
Cc1nc2ccccc2c(=O)n1/N=C/c1c(O)ccc2oc3c(c12)CCCC3	16µM*	-0.3%	i	-1%	?	-3%	i	i	17%	i	0.4%
CC(NC(=O)c1ccc(Cl)cc1)C(=O)NC1=NCCS1 (stereo unspecified)	1%	-1.7%	i	-1%	i	-1%	i	i	18%	i	-0.4%
O=C(NCC(c1cccnc1)N1CCN(c2ccc(F)cc2)CC1)C1CCCCC1 (stereo unspecified)	16%	-0.7%	i	-1%	i	-5%	?	i	-2%	i	-0.9%
C=CC(C)(O)CCCC(C)CCCC(C)CCCC(C)C (stereo unspecified)	-4%	-4.2%	nt	-5%	nt	-4%	nt	nt	nt	nt	-1.3%
CN/S(=N/S(=O)(=O)c1ccccc1)c1ccc(C)cc1 (stereo unspecified)	15%	2.2%	i	-2%	i	0%	i	i	7%	i	0.9%
CCOC(=O)c1nn(-c2ccccc2C)c(=O)c(C#N)c1C	4%	-2.2%	i	-3%	i	0%	i	i	-6%	i	1.0%
CN1C(=O)c2ccccc2C(C(=O)NCC2CCCO2)C1c1c[nH]c2ccccc12 (stereo unspecified)	2%	-1.9%	i	0%	i	3%	i	i	6%	i	-0.7%
O=C(NC1CC1)c1ccc(CS(=O)(=O)c2c(Cl)cccc2Cl)o1	2%	-0.6%	nt	-4%	nt	0%	nt	nt	nt	nt	-1.8%
Cc1nn(Cc2ccccc2)c(C)c1NC(=O)CSc1nc2sc3c(c2c(=O)n1C)CCC3	17%	0.9%	i	-5%	?	-1%	?	i	48%[activator]	i	-0.9%
CCOC(=O)c1[nH]c2ccc(Br)cc2c1NC(=O)CCN1CCN(C(=O)OCC)CC1	nt	nt	i	nt	i	nt	i	i	nt	i	nt
NCCc1nnc(SCc2ccc(F)cc2)o1	5%	-3.3%	i	0%	i	0%	i	i	5%	i	-0.1%
Cc1ccc(C)c2[nH]c(=O)c(CCNC(=O)c3cc4ccccc4o3)cc12	4%	-0.7%	nt	-4%	nt	-9%	nt	nt	nt	nt	1.2%
Cc1nc(SCC(=O)Nc2ccc(C)c(F)c2)c2oc3ccccc3c2n1	?	-2.3%	i	-2%	i	0%	?	5.9e-08M*	37%[activator]	2.9e-08M*	2.1%
CCOc1ccc(-c2nnc3sc(COc4ccccc4)nn23)cc1	nt	nt	i	nt	i	nt	?	i	nt	i	nt
O=C(O)c1cc2nc3c(c(C(F)(F)F)n2n1)CCc1ccccc1-3	7%[11.4 µM]	-1.4%	nt	-17%	nt	-12%	nt	nt	-12%[7.66 µM]	nt	-3.0%
CCOC(=O)c1sc2ncnc(N3CCN(C(=O)OCC)CC3)c2c1C	?	0.5%	i	0%	i	1%	i	i	-7%	i	-1.3%
CC(C)C(C(=O)Nc1ccc2c(c1)OCO2)N1C(=O)c2ccccc2C1=O (stereo unspecified)	?	0.2%	nt	-2%	nt	0%	nt	nt	16%	nt	2.0%
Nc1ncnc2c1ncn2[C@@H]1O[C@@H](C(=O)NC2CC2)[C@H](O)[C@@H]1O	0.25µM*	-2.9%	i	1%	?	2%	?	i	0%	i	-0.9%
COc1ccccc1Oc1ccc(S(=O)(=O)N2CCCC2)cc1	28%	-0.9%	i	-1%	i	-2%	?	i	-5%	i	-0.1%
COc1ccccc1-n1cnc(N)c1C(=O)c1ccccc1	?	1.3%	i	-1%	?	0%	?	i	3%	i	1.1%
CCn1c(SCC(=O)N2CCN(c3ccc(Cl)cc3)CC2)nc2ccccc2c1=O	5%	0.3%	i	-3%	i	-1%	i	?	-6%	?	0.2%
CCN(CCCNC(=O)C1CCN(S(=O)(=O)c2cnc[nH]2)CC1)c1cccc(C)c1	-1%	-4.0%	i	-1%	i	-1%	i	i	7%	i	0.8%
O=S(=O)(NC1CC1)c1ccc(S(=O)(=O)N2CCCC3(CCCCC3)C2)cc1	-13%	-2.0%	i	-2%	i	0%	i	i	-2%	i	0.4%

Screening data deposited in PubChem by National Center for Advancing Translational Sciences (NCATS).
